Assay outcomes deposited in PubChem BioAssay by several laboratories.
HSP90 refold inh: HSP90 refolding inhibition in rabbit reticulocyte lysate; actives 0.91% (n = 290,000); inhibition, % at 5.6 µM; luciferase refolding luminescence, 3 h;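 active = inhibition above the screen-wide mean plus 3 SD, computed separately per campaign, cut at about 16% in these data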;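 note: 0% = DMSO wells and 100% = 60 µM geldanamycin wells; inhibitors lower the luminescence because luciferase stays unfolded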
GSK3beta inhib: inhibitors of human GSK3beta kinase; P49841; actives 0.038% (n = 300,000); GST-GSK3beta kinase, ADP-Glo luminescence, 60 min; active compounds read low; activity score (negative = inhibition), % at 10 µM;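 active = more than half of replicate wells score below -50%, meaning over 50% inhibition versus plate controls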;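 note: 0% = median DMSO wells and -100% = median GW8510 positive control wells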
Target sequence (P49841 whole entry, looked up): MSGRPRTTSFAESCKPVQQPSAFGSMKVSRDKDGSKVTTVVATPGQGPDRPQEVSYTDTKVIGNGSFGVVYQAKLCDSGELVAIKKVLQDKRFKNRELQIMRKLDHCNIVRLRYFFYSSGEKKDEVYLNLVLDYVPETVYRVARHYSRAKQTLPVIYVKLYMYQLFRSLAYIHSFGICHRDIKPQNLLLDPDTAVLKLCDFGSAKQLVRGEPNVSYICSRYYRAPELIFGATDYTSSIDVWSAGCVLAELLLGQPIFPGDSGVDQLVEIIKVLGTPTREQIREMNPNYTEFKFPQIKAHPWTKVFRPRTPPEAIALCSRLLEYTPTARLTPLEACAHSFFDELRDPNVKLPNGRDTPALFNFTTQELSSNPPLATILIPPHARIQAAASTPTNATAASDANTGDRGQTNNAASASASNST
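Test system: GST-fused GSK3beta enzyme, cell-free | Quantity: 1.6 ng GST-GSK3beta enzyme per well | Reagent: 25 µM ATP with peptide substrate | Schedule: 60 min enzyme reaction, room temperature | Signal: Luminescent ADP-Glo measurement of ADP formed | Read-out basis: Score relative to plate controls | Control set: DMSO and 20 µM GW8510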
AI-2 QS modul: Vibrio harveyi AI-2 quorum sensing modulation | Vibrio harveyi JMH597 AI-2 luminescence/OD600 ratio, 9 h; active compounds read low; strain lacks LuxN and CqsS sensors; 0 = neutral-control median | activity change, % at 7.5 µM | actives 0.4% (n = 300,000) | AID 2094; in the data active = activity change below about -75%, passing the limit was not always enough;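 note: luminescence divided by OD600 gain over 9 h not by final OD600 alone; inactives centre near 13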
HSF1 inh: HSF1 inhibition. AID 2098. activity change, negative = inhibition, % at 7.5 µM (by protocol). NIH3T3-HGL HSE-luciferase, MG132-induced, luminescence 8 h; active compounds read low. actives 0.77% (n = 300,000);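 active = more than half of replicate wells show activity change below -50%, luminescence cut by over half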;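 note: luciferase reports HSF-1 transcriptional activity via heat shock element; 0% = median of DMSO wells and -100% = zero luminescence signal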
HSF1 activator: increases HSF-1 driven luciferase reporter signal; NIH3T3-HGL HSF-1 luciferase reporter, MG132, 8 h; 100% = twice DMSO control signal; activation, % at 9 µM; actives 1.7% (n = 300,000);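 active = mean replicate activation of at least 50% with a set share of replicates each reaching 50%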;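 note: 0% = median of the neutral control wells and 100% = twice that signal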
PolyA inhibitor: yeast polyadenylation inhibition; S. cerevisiae SKY197-pL101 polyadenylation reporter, beta-gal luminescence; efflux-impaired pdr1/pdr3 knockout yeast; score 100 = 6 SD above DMSO; calls only at 12 µM; actives 0.02% (n = 300,000); AID 1875;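 active = lowest replicate activity score at least 50, where 100 means six control SD above control mean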;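 note: yeast exposed to compound for 9 h at 30 °C; higher score means more reporter readthrough which indicates perturbed polyadenylation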
aSyn 5UTR inh: 5' untranslated region of α-synuclein, MLPCN primary screen; inhibition, % (tested at 7.5 µM); AID 1813; alpha-synuclein 5'UTR reporter, inhibitor activity; actives 0.82% (n = 300,000); in the data active = inhibition above about 60%;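 note: H4 neuroglioblastoma cells stably carrying SNCA 5'UTR luciferase fusion; 0% = DMSO wells and 100% = positive control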
GSK3 alpha inh: inhibitors of human GSK-3 alpha kinase; ADP-Glo luminescence, 60 min; actives 0.1% (n = 320,000); inhibition, % at 10 µM; P49840; AID 2650;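 in the data active = inhibition above about 50%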;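 note: GST-tagged GSK-3 alpha with peptide substrate and 25 µM ATP; 0% = DMSO neutral wells and 100% = GW8510 positive control wells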
Target sequence (P49840 whole entry, looked up): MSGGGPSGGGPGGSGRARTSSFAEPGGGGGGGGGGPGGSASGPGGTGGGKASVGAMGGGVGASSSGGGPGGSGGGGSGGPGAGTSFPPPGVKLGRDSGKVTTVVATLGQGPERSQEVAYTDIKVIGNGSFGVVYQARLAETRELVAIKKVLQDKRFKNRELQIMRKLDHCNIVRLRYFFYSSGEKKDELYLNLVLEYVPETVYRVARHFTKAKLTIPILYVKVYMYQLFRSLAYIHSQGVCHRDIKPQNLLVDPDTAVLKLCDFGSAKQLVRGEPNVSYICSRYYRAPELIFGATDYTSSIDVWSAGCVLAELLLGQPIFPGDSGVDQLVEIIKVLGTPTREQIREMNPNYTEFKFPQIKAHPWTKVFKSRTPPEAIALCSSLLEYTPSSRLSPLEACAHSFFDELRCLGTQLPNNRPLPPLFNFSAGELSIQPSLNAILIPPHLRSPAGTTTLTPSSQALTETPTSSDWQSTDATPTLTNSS
IEC-6 tox: counter-screen for KLF5 inhibitors: cytotoxicity in IEC-6 cells; IEC-6 cytotoxicity, luminescence viability; inhibition, % at 5 µM; actives 0.78% (n = 290,000); AID 1825; in the data active = inhibition above about 22%;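 note: 0% = plate median of test compound wells and 100% = cytotoxic reference compound wells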
KLF5 inhibitor: kruppel-like factor 5 inhibition. DLD-1 KLF5 promoter-luciferase reporter, luminescence. actives 0.23% (n = 290,000). inhibition, % at 5 µM. AID 1700;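 active = inhibition above a per-plate limit of that plate's mean compound inhibition plus 3 SD, cut at about 60% in these data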;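 note: 0% = DMSO wells and 100% = LY294002 at 200 µM; higher means less KLF5 promoter-driven luciferase light; inactives centre near -14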
An asterisk follows results filed as active; i = inactive; . = not tested or not shown.

Screens in order – KLF5 inhibitor, IEC-6 tox, PolyA inhibitor, AI-2 QS modul, aSyn 5UTR inh, HSF1 inh, HSF1 activator, GSK3 alpha inh, HSP90 refold inh, GSK3beta inhib
1) CC1CN(C(=O)c2cc3cc([N+](=O)[O-])ccc3oc2=O)CC(C)O1 (stereo unspecified)
→ -13, 6, i, 19, -3, -5, -4, -3, -2, 4
2) COc1ccc(-n2c(=O)cc(N3CCN(c4ccccc4OC)CC3)[nH]c2=O)cc1
→ 0, 4, ., ., ., ., ., -3, 2, .
3) O=Cc1c(-c2ccccc2)cc2oc3ccccc3cc1-2
→ -90, 9, i, 2, -119, 11, 12, -3, -3, -4
4) CCOC(=O)c1cc2c(ccn2C)n1CC(=O)N(Cc1ccccc1)c1ccccc1
→ -3, 32*, i, 25, 28, -7, 3, -4, 6, 1
5) Clc1ccc(-c2c[n+](Cc3cccc(Cl)c3)c3n2CCC3)cc1
→ -20, 0, i, 13, -15, -2, 3, 1, 2, 8
6) Cc1cccn2c(=O)c3cc(C#N)c(=NC(=O)c4cccnc4)n(CC4CCCO4)c3nc12 (stereo unspecified)
→ -10, 8, i, 31, -8, 8, -4, 0, 1, 0
7) COc1ccc(OC)c(N(CC(=O)Nc2ccccc2)S(=O)(=O)c2ccccc2)c1
→ -37, 7, i, 5, 6, -5, -4, 0, -1, -1
8) Cc1ccc(C(=O)OCC(=O)NNC(=O)c2cccs2)c(O)c1
→ ., ., i, 1, -7, -5, 4, -2, ., 0
9) CCCN(C(=O)c1cc(Cl)nc2ccccc12)C1CCS(=O)(=O)C1 (stereo unspecified)
→ ., ., i, 33, 0, 0, -5, 0, ., 1
10) Cc1ccc(S(=O)(=O)N2CCN(c3ccc([N+](=O)[O-])c(Sc4nncn4C)c3)CC2)cc1
→ 0, -3, i, 7, 40, -1, 4, 1, 9, 0
11) CN(CC(=O)Nc1ccc(Cl)cc1)C(=O)CNC(=O)c1ccc2ccccc2c1
→ -53, 0, i, 26, -55, 20, 19, -5, -7, 2
12) CC(C)(C)c1ccc(C(=O)NC(=S)Nc2sc3c(c2C#N)CCC3)cc1
→ 4, 2, i, 32, -2, -43, -37, -3, 5, 1
13) COC(=O)c1ccc2c(=O)n(CCN3CCOCC3)c(SCC(=O)C(C)(C)C)nc2c1
→ 8, 2, i, 17, -21, -9, 4, 0, 2, -1
14) CCCc1nc2c(sc3nc4c(cc32)COC(C)(C)C4)c(=O)o1
→ -12, -3, i, 18, 19, -1, 0, 18, -5, -1
15) Cc1nn(-c2ccc(Cl)cc2)c(=O)c2c(C)noc12
→ -23, -4, i, 33, 16, -5, -4, -2, 0, 5
16) COc1cccc(COc2ccc3ccc(=O)oc3c2)c1
→ -107, -7, i, 14, -139, 22, 44, -2, -3, 2
17) Cc1cc(-c2nnc(SCC(=O)Nc3cccc(Cl)c3)n2N)n[nH]1
→ -52, -2, i, 13, 6, -4, 26, 3, -1, 3
18) CCc1noc(C)c1C(=O)OC(C)C(=O)Nc1cc([N+](=O)[O-])ccc1OC (stereo unspecified)
→ ., ., i, 7, 15, 2, -1, 3, ., 2
19) O=C(Nc1nnc(S(=O)(=O)N2CCCC2)s1)c1ccccc1F
→ -22, 2, i, 15, -1, 10, 38, 2, -2, 0
20) CC1=C(C(=O)Nc2ccccc2)C(c2ccco2)C(C#N)=C(SCC(N)=O)N1 (stereo unspecified)
→ -28, 3, i, 19, -2, -6, 12, -2, 3, -1

The results go on.
Screens in order – KLF5 inhibitor, IEC-6 tox, PolyA inhibitor, AI-2 QS modul, aSyn 5UTR inh, HSF1 inh, HSF1 activator, GSK3 alpha inh, HSP90 refold inh, GSK3beta inhib
21) Cc1ccc(Nc2nc(N)nc(CN3CCN(c4ccccc4F)CC3)n2)cc1
→ -3, 10, i, -1, 40, 1, 1, -2, -2, 1
22) CSc1ccccc1C(=O)NCc1ccc(F)cc1
→ -17, 4, i, 21, 15, ., ., 0, -4, 2
23) CCOc1cc(C(C#N)N2CCCCC2)ccc1OC (stereo unspecified)
→ 8, 3, i, 13, 8, 15, 48, -3, -1, 1
24) Cc1sc2ncnc(Sc3ccccc3C(=O)Nc3ccccc3Cl)c2c1C
→ -19, -2, i, 16, -15, 9, 14, 2, -7, 3
25) COc1ccc2oc(C(=O)OC(C)C(=O)NCc3ccccc3)c(C)c2c1 (stereo unspecified)
→ ., ., i, 3, 3, -6, 6, -2, ., 0
26) COC(=O)c1c(NC(=O)C(C)C)sc2c1C(C(=O)OC)CC2 (stereo unspecified)
→ -4, 3, i, 6, 22, 0, 15, 2, -4, 1
27) O=c1oc2ccccc2c(CNc2ccccc2)c1[N+](=O)[O-]
→ 10, 0, i, 19, 0, -3, 7, 4, 0, 4
28) Cc1csc(NC(=O)CSc2nnc(CCNC(=O)c3ccc(Cl)c(Cl)c3)n2C)n1
→ -9, 0, i, 13, 4, 7, 20, -1, 1, -1
29) CN(Cc1ccccc1)C(=O)c1[nH]cnc1C(=O)NCC(=O)OC(C)(C)C
→ -3, -4, i, 9, 9, 6, -12, 0, -1, -4
30) Clc1ccc(CSc2nnc(NC3=NCCCCC3)s2)cc1
→ -10, -3, i, 39, 7, 6, 17, ., 3, 3
31) O=C(c1ccc(Cl)c(S(=O)(=O)N2CCOCC2)c1)N1CCOCC1
→ 16, 2, i, 1, 0, -4, -8, 0, -1, 1
32) O=c1[nH]c2ccccc2nc1-c1ccccc1
→ -48, 11, i, -2, -73, 0, 3, -3, 5, -3
33) COc1cccc(C(=O)N2CCN(Cc3ccccn3)CC2)c1
→ -9, -4, ., 16, 5, 3, 15, -1, -6, 2
34) C[C@@H](O)c1nc2ccccc2n1N
→ 20, 5, i, 13, 9, 0, -15, 0, 3, 3
35) CCOc1ccc(NCc2cc3cc(OC)ccc3[nH]c2=O)cc1
→ 12, 5, i, 20, 7, 0, 3, -1, 11, 0
36) Cc1ccc(C(=O)N/C(=C/c2ccco2)C(=O)N2CCOCC2)cc1
→ -3, 0, i, 7, 6, -3, -17, 0, -2, 3
37) O=C(N/N=C/c1ccc[nH]1)c1ccccc1O
→ -62, -4, i, -11, 25, 10, 14, 1, 1, -3
38) N#Cc1c(C(F)(F)F)cc(=O)[nH]c1SCC(=O)O
→ -8, 0, i, 15, 4, 1, -17, -8, 0, 1
39) O=C(NCCCCCCNC(=O)c1cncc(O)c1)c1cncc(O)c1
→ -46, -3, i, 20, -2, -5, -6, 1, 5, -1
40) CSC1=NCCN1C(=O)Cc1ccc(-c2ccccc2)cc1
→ -79, -3, i, 19, -39, 9, -4, -1, -3, -2

Record cards (already shown):
Cc1ccc(C(=O)N/C(=C/c2ccco2)C(=O)N2CCOCC2)cc1 across the screens: KLF5 inhibitor = -3; IEC-6 tox = 0; PolyA inhibitor = i; AI-2 QS modul = 7; aSyn 5UTR inh = 6; HSF1 inh = -3; HSF1 activator = -17; GSK3 alpha inh = 0; HSP90 refold inh = -2; GSK3beta inhib = 3
Cc1ccc(Nc2nc(N)nc(CN3CCN(c4ccccc4F)CC3)n2)cc1 across the screens: KLF5 inhibitor = -3; IEC-6 tox = 10; PolyA inhibitor = i; AI-2 QS modul = -1; aSyn 5UTR inh = 40; HSF1 inh = 1; HSF1 activator = 1; GSK3 alpha inh = -2; HSP90 refold inh = -2; GSK3beta inhib = 1

(further entries)
Screens in order – KLF5 inhibitor, IEC-6 tox, PolyA inhibitor, AI-2 QS modul, aSyn 5UTR inh, HSF1 inh, HSF1 activator, GSK3 alpha inh, HSP90 refold inh, GSK3beta inhib
41) O=C(O)C1C2C=CC(C2)C1C(=O)NCCc1ccccc1 (stereo unspecified)
→ -27, -8, i, 12, -2, -5, -4, 2, -2, -1
42) CCC(=O)Nc1c(S(=O)(=O)c2ccccc2)c2nc3ccccc3nc2n1C(C)c1ccccc1 (stereo unspecified)
→ -9, -3, i, 25, 33, 41, 83*, 4, -2, -3
43) Cc1ncoc1C(=O)NCc1ccccc1Cl
→ -4, 1, i, 2, -16, -4, 16, -1, -1, -4
44) Cc1ccc(C(=O)CSc2nnc(CNc3nc(-c4ccccc4)cs3)n2C)cc1
→ -41, -12, i, 30, 7, -3, -17, 0, -2, -1
45) CC(=O)N1c2c(cc(Br)cc2S(=O)(=O)N2CCCCC2)CC1C (stereo unspecified)
→ -1, -2, i, 13, 9, 5, 20, 1, -3, 0
46) O=C(c1ccccc1-c1nc2ccccc2[nH]1)N1CCCCC1
→ -5, 1, ., ., ., ., ., -1, -2, .
47) COc1ccc(-c2cc(=Nc3ccc(C(=O)O)cc3)c3cc(C)ccc3o2)cc1
→ -135, 4, i, 34, 4, 20, 57*, 0, 2, -4
48) Cc1ccccc1CN1N=C(/C=C/c2ccccc2)CCC1=O
→ 6, 7, i, 7, 1, 11, 42, -1, 0, -3
49) CCOC(=O)C1CCN(C(=O)C(=O)Nc2ccc3nc4n(c(=O)c3c2)CCCCC4)CC1
→ 8, 6, i, 44, 7, -9, -5, -2, -2, 1
50) O=S(=O)(Nc1ccc2c(c1)OCO2)c1cccs1
→ -24, -1, i, 13, -14, 0, -3, -2, 1, 3
51) O=C(NNc1ccccc1[N+](=O)[O-])Nc1ccccc1
→ -25, 3, i, 10, -55, -5, -1, -2, -4, 1
52) Cc1cc(C(=O)Cn2nc(C(=O)O)c3ccccc3c2=O)c(C)n1-c1cccc(C(F)(F)F)c1
→ -16, 0, i, 11, 12, 3, 0, -1, -2, -1
53) CN(C(=O)C1CCN(S(=O)(=O)c2cccs2)CC1)c1ccccc1
→ 4, 3, i, 17, -3, -3, -1, -2, 3, -3
54) COc1ccccc1C(=O)Nc1ccc2c(c1)nc1n2CCSC1
→ -115, 3, ., ., ., ., ., 2, 8, .
55) CCOC(=O)N1CCN(S(=O)(=O)c2ccc3c(c2)CCN3C(=O)CC)CC1
→ -23, 1, i, 15, 11, 1, 21, -2, -1, 3
56) CC(Oc1cccc(Cl)c1)C(=O)NCc1ccc(S(N)(=O)=O)cc1 (stereo unspecified)
→ 2, 1, i, -2, 19, 2, 2, -1, -2, 1
57) CCOC(=O)CCCNS(=O)(=O)c1c(C)ccc2nsnc12
→ -22, 5, i, 6, 29, -89*, -91, 0, 2, 1
58) O=C(Nc1ccc2c(c1)OCCO2)c1coc2ccccc2c1=O
→ -29, 2, i, 14, -15, -52*, -61, 2, 5, 1
59) COc1ccc(OC)c(NS(=O)(=O)c2c(C)nc3sccn3c2=O)c1
→ -20, -6, i, 26, 4, -3, 6, 1, -3, 2

Looked up by compound from the entries so far:
Screens in order – KLF5 inhibitor, IEC-6 tox, PolyA inhibitor, AI-2 QS modul, aSyn 5UTR inh, HSF1 inh, HSF1 activator, GSK3 alpha inh, HSP90 refold inh, GSK3beta inhib
47) COc1ccc(-c2cc(=Nc3ccc(C(=O)O)cc3)c3cc(C)ccc3o2)cc1
→ -135, 4, i, 34, 4, 20, 57*, 0, 2, -4
32) O=c1[nH]c2ccccc2nc1-c1ccccc1
→ -48, 11, i, -2, -73, 0, 3, -3, 5, -3

Only part of the results is shown; rates above refer to the full screens.
